High-throughput results (PubChem BioAssay)
hcDAF12 agonist – activators of H. contortus DAF-12 nuclear receptor; activation, % at 6.8 µM; actives 1.4% (n = 370,000); HEK293 hcDAF-12 lit1-tk-luc reporter, luminescence; 0% DMSO, 100% Δ7-dafachronic acid;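 active = activation above the mean of all tested compounds plus 3 SD, cut at about 5.5% in these data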;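 also: 100% = response to 3 µM Δ7-dafachronic acid high control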
DAX1 inh-1 – inhibitors of DAX1 repression of SF-1 activated StAR promoter | actives 1.1% (n = 370,000) | HEK293T StAR-luciferase reporter, SF-1/DAX-1 repression relief | AID 652010 | inhibition, % at 6.8 µM;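 active = inhibition above the mean over all tested compounds plus 3 SD, cut at about 3.6% in these data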;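 also: 0% = DAX-1 cells with DMSO and 100% = cells lacking DAX-1 with DMSO; higher inhibition means more luminescence from relief of DAX-1 repression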
ADAM10 inh – ADAM10 inhibition, QFRET primary screen | AID 720582 | recombinant ADAM10, EDANS/DABCYL FRET peptide cleavage, 3 h | inhibition, % at 7 µM | actives 0.62% (n = 370,000);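 active = inhibition above a per-campaign cutoff equal to the mean of compounds falling between control-based bounds plus 3 SD, cut at about 20% in these data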;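 also: 0% = DMSO wells while the 100% control is not disclosed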
Target sequence (O14672 214-748 limits assumed): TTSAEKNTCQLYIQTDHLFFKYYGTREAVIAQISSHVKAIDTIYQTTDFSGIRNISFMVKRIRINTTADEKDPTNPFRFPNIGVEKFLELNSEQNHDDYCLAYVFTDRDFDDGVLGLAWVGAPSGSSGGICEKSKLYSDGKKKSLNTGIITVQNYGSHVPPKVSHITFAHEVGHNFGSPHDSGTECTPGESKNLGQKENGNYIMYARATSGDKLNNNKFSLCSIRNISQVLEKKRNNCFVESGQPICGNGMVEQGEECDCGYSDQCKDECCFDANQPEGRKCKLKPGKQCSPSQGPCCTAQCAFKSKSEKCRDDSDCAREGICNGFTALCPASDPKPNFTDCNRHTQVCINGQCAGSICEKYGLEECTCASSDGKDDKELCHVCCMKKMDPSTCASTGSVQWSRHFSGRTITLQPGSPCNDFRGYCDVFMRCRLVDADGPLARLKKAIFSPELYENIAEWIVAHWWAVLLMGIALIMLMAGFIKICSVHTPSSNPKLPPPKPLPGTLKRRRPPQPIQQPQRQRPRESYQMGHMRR
FXN GAA850 act – activators of GAA850 frataxin (FXN) promoter | activation, % at 6 µM | actives 0.56% (n = 360,000) | HEK293 lucGAA850 FXN promoter luciferase reporter, 24 h; percent of 10 µM SAHA response;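 active = activation above the average of all compounds screened plus 3 SD, cutoff fixed separately per campaign, cut at about 7.5% in these data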;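 also: 0% = DMSO wells and 100% = 10 µM SAHA wells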
DAX1 inh-2 – NR0B1 (DAX1) inhibition; HEK293 Gal4-DAX1 luciferase reporter, luminescence; inhibition, % at 6.75 µM; actives 0.99% (n = 340,000); AID 504766;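 active = inhibition above the mean over all tested compounds plus 3 SD, cut at about 4.2% in these data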;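 also: 0% = DAX1-transfected cells with DMSO and 100% = empty-vector control cells with DMSO; inhibition shows as a rise in luminescence from relieved DAX1 repression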
Target sequence (P51843 207-470 limits assumed): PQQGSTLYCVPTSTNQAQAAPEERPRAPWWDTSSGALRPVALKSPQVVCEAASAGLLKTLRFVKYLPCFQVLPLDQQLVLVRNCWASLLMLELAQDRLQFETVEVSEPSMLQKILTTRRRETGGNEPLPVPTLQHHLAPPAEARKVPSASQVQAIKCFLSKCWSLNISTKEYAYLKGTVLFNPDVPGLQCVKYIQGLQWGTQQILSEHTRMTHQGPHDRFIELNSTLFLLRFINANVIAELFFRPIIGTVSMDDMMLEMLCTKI
NPR1 activator – GC-A (human) enzyme activation | P16066 | HEK293 GC-A cells, cGMP TR-FRET, EC30 ANP; 0% at EC30 ANP, 100% saturating ANP | activation, % at 10 µM | actives 0.14% (n = 370,000); in the data active = activation above about 40%
ADAM17 inh – ADAM17 inhibition, QFRET primary screen; recombinant ADAM17, EDANS/DABCYL FRET peptide cleavage; actives 0.83% (n = 370,000); inhibition, % at 6.95 µM; AID 720648;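 active = inhibition above the mean of compounds lying between control limits plus 3 SD, set per campaign, cut at about 8.5% in these data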;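 also: 0% = DMSO-only wells as the low control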
PG9 binder – binds the HIV-1 gp120 antibody PG9; TR-FRET gp120-PG9 antibody binding; actives 0.43% (n = 360,000); inhibition, % at 6.7 µM; in the data active = inhibition above about 8.5%
hgDAF12 agonist – activates the H. glycines DAF-12 receptor ligand-binding domain | actives 1.8% (n = 370,000) | HEK293 GAL4-hgDAF12 UAS-luciferase reporter, agonist luminescence; normalized to butyrate control | activation, % at 6.8 µM | AID 687014;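 active = activation above a cutoff set at the mean of all screened compounds plus 3 SD, cut at about 10% in these data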;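 also: 0% = DMSO wells and 100% = sodium butyrate wells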
SMARCA2 activ – SMARCA2 function activation, primary screen. actives 1% (n = 370,000). MG213 cells, MMTV-luciferase reporter, dexamethasone, overnight. activation, % at 9.1 µM; in the data active = activation above about 7.8%;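 also: 0% = vehicle wells and 100% = reference activator wells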
ssDAF12 agonist – activators of S. stercoralis DAF-12 nuclear receptor | AID 652126 | activation, % at 6.8 µM | actives 1% (n = 370,000) | HEK293 ssDAF-12/GRIP1 lit1-tk-luc reporter, luminescence; % of 3 µM dafachronic acid response;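 active = activation above the mean over all tested compounds plus 3 SD, cut at about 0.9% in these data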;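 also: 0% = DMSO-only wells and 100% = 3 µM delta7-dafachronic acid wells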
* hit, by the source's call; i = inactive; / = not tested or not shown.

SMILES	hcDAF12 agonist	DAX1 inh-1	ADAM10 inh	FXN GAA850 act	DAX1 inh-2	NPR1 activator	ADAM17 inh	PG9 binder	hgDAF12 agonist	SMARCA2 activ	ssDAF12 agonist
CC1CC(C)(C)NC(=S)N1CCC(=O)NCc1ccc(Cl)cc1 (centres undefined)	-1.3	-0.5	-1	-2.7	0.7	1	0	-0.6	-0.5	-3	-0.7
Cc1cccn2c(=O)c3cc(C(=O)NCC4CCCO4)c(=N)n(Cc4cccnc4)c3nc12 (centres undefined)	-2.4	-1.4	i	1.1	-1.6	14	i	0.4	-1.5	1	-0.3
COc1cc(Nc2ncnc(N)n2)cc(OC)c1	0.3	0.4	-5	2.9	-0.3	1	-5	0.8	-1.2	-1	-1.5
Cc1cc(C)n(C(=O)c2ccc(NC(=O)CC(C)C)cc2)n1	-1.6	0.7	5	1.1	0.4	1	1	-1.4	1.2	-2	-0.4
C=CC[C@@H](CC(=O)N(CCO)Cc1ccccc1)C(=O)N[C@H](COC(=O)[C@@H](CC=C)CC(=O)OC(C)(C)C)C(C)(C)C	-1.1	-0.2	-1	-5.2	0.0	-2	1	-2.1	-2.5	0	-1.3
CSc1sc(C#N)c2c1/C(=N\O)CCC2	0.1	0.3	3	2.1	2.9	-2	0	-1.0	-0.6	0	-1.0
COc1ccccc1CCNC(=O)/C(=C/c1cccnc1)NC(=O)c1ccccc1	-0.5	-0.3	-17	1.9	-0.3	0	-4	0.6	-0.1	1	-1.3
Cc1nnc(SCC2=C(C(=O)O)N3C(=O)C(NC(=O)COc4ccccc4)C3SC2)s1 (centres undefined)	2.2	-0.5	-12	1.0	-0.2	2	-5	2.2	3.8	-1	-0.8
CN(CCCC1CCCC1)C(=O)CC1C(=O)NCCN1Cc1ccc(F)cc1 (centres undefined)	-2.5	-0.2	-17	-0.6	0.4	4	-8	-0.8	-2.4	-2	-0.7
Cc1ccc(C)c(NC(=O)C2(C)CCCN2C(=O)C(C)C)c1 (centres undefined)	0.3	-3.0	2	2.6	/	2	2	-1.3	0.3	5	-0.9
O=[N+]([O-])C(=C1SCCS1)C(=C(Cl)Cl)N1CCCCC1	-0.7	-0.2	7	2.3	0.2	-4	2	-0.7	-2.3	1	-0.5
CC1(C)C(C=C(Cl)Cl)C1C(=O)Nc1ccc(S(=O)(=O)Nc2ncccn2)cc1 (centres undefined)	-0.7	0.2	-2	0.9	1.1	-3	-7	-1.0	0.0	-5	-0.4
CC1CN(C(=O)Nc2ccc3c(c2)OCCO3)CC(C)O1 (centres undefined)	-1.2	0.0	-11	1.1	0.3	-3	-7	-2.1	0.0	-3	-1.6
CCN1CCCC1CNC(=O)c1cc2c(OC)c(OC)c(OC)cc2[nH]1 (centres undefined)	-0.4	1.2	-75	1.6	1.1	5	-31	-0.1	-1.1	-5	-1.0
CC(Oc1cccc(Cl)c1)C(=O)Nc1ccncc1 (centres undefined)	-1.8	-1.2	4	2.1	-2.2	3	1	-0.5	-3.9	-4	-1.2
COc1cccc(C(=O)CSc2nnc(CNS(=O)(=O)c3ccc(C)cc3)n2C)c1	-0.5	-0.3	-6	0.7	0.3	-2	-1	0.1	-0.3	0	-1.6
COc1ccccc1OCc1ccc(C(=O)N2CCCCC2)o1	0.3	0.0	4	1.9	0.5	2	-1	-2.2	0.0	0	-0.9
CCOc1cc(CN2CCN(C(=O)CC(C)C)CC2)ccc1OC	0.4	-0.5	-2	1.3	-1.2	-2	0	0.6	-3.5	0	-1.4
O=c1c2sccc2nc(SCc2cc(=O)n3ccccc3n2)n1-c1ccc(Br)cc1	0.2	-0.5	-11	-2.3	0.0	3	-3	-2.0	0.7	-1	-1.0
O=C(CSc1nnnn1-c1ccccc1)N1CCNC1=O	1.4	-0.3	-6	-1.4	1.5	8	3	0.2	-0.5	1	-0.6
CN(C)c1ccc(C(=O)N2CCN(c3cc(C(F)(F)F)nc4ccccc34)CC2)cc1	-1.8	-0.1	-6	0.0	1.7	-3	-1	2.1	-0.4	-4	-1.8
CCOc1ccc(NC(=O)C2CC(=O)NC(N3CCc4ccccc43)=N2)cc1 (centres undefined)	1.3	0.5	4	1.5	-0.5	0	-4	2.1	2.9	-2	-1.5
c1ccc(CCNc2c3c(nc4ncnn24)CCC3)cc1	-1.6	-1.7	-4	3.8	-1.5	2	-6	0.1	-4.4	0	-2.1
O=C(Nc1ccccc1C(=O)Nc1nncs1)c1ccccc1	-0.4	0.1	-5	0.5	-0.5	2	0	2.0	-0.8	-4	-0.9
Cc1ccc(CN(CC(=O)NC2CCCC2)C(=O)CSc2nnc(COc3ccccc3)o2)cc1	-1.6	-0.2	-10	-1.1	-0.3	4	-3	0.3	-1.9	-5	-1.2

Entries shown so far that contain a thiophene ring, fused or not, in the order listed:
SMILES	hcDAF12 agonist	DAX1 inh-1	ADAM10 inh	FXN GAA850 act	DAX1 inh-2	NPR1 activator	ADAM17 inh	PG9 binder	hgDAF12 agonist	SMARCA2 activ	ssDAF12 agonist
CSc1sc(C#N)c2c1/C(=N\O)CCC2	0.1	0.3	3	2.1	2.9	-2	0	-1.0	-0.6	0	-1.0
O=c1c2sccc2nc(SCc2cc(=O)n3ccccc3n2)n1-c1ccc(Br)cc1	0.2	-0.5	-11	-2.3	0.0	3	-3	-2.0	0.7	-1	-1.0

Only FXN GAA850 act, DAX1 inh-1 and hgDAF12 agonist, for six of the compounds above:
SMILES	FXN GAA850 act	DAX1 inh-1	hgDAF12 agonist
O=[N+]([O-])C(=C1SCCS1)C(=C(Cl)Cl)N1CCCCC1	2.3	-0.2	-2.3
CC1(C)C(C=C(Cl)Cl)C1C(=O)Nc1ccc(S(=O)(=O)Nc2ncccn2)cc1 (centres undefined)	0.9	0.2	0.0
CC1CN(C(=O)Nc2ccc3c(c2)OCCO3)CC(C)O1 (centres undefined)	1.1	0.0	0.0
CCN1CCCC1CNC(=O)c1cc2c(OC)c(OC)c(OC)cc2[nH]1 (centres undefined)	1.6	1.2	-1.1
CC(Oc1cccc(Cl)c1)C(=O)Nc1ccncc1 (centres undefined)	2.1	-1.2	-3.9
COc1cccc(C(=O)CSc2nnc(CNS(=O)(=O)c3ccc(C)cc3)n2C)c1	0.7	-0.3	-0.3

More results:
SMILES	hcDAF12 agonist	DAX1 inh-1	ADAM10 inh	FXN GAA850 act	DAX1 inh-2	NPR1 activator	ADAM17 inh	PG9 binder	hgDAF12 agonist	SMARCA2 activ	ssDAF12 agonist
Cc1nc(NC(=O)c2ccccc2)sc1-c1csc(NCCc2ccccc2)n1	-0.5	-1.4	-10	3.9	-0.2	-5	1	-1.7	-0.1	-2	-1.4
CC(C)CC(=O)Nc1ccc(C(=O)COc2ccc(-c3nnco3)cc2)cc1	-1.9	0.3	11	-0.4	0.5	-3	4	-1.4	-2.5	-2	-1.1
CCCCn1nc(C(=O)N(C)CC(=O)Nc2cccc(F)c2)c2ccccc2c1=O	-1.9	-1.7	6	-0.4	-0.1	-1	0	0.9	-0.4	1	-0.5
CCOC(=O)CSC1=N/C(=C/c2ccc(-n3cncn3)cc2)C(=O)N1C(C)=O	-2.3	-0.4	-13	0.5	-0.4	-9	-8	0.6	-1.2	-1	-1.2
Cc1ccccc1N1CC2=C(C1=O)C(c1ccccc1)NC(=O)N2C (centres undefined)	-0.9	-0.5	-6	0.9	-1.7	1	-9	-0.8	-0.5	-3	-1.3
COC(=O)c1c(N2C(=O)Nc3ccccc3N2O)sc2c1CCCC2	1.1	0.0	-3	2.6	-0.6	-2	-4	0.8	-1.7	-2	0.4
C/C(=N\NC(=O)CNC(=O)c1cccs1)c1ccc(Cl)c(Cl)c1	-1.4	-1.0	4	0.3	0.4	-2	1	-3.9	0.6	-1	-1.3
CC(C)(C)NC(=O)C(c1ccnc2ccccc12)n1c(=O)c(-c2ccccc2)nc2ccccc21 (centres undefined)	0.0	0.2	-16	/	/	-16	-8	-1.6	2.4	4	-0.1
Cc1cnc(C(=O)NC2CC(C)(C)Cc3c2cnn3-c2cccc(F)c2)cn1 (centres undefined)	-1.8	-1.1	5	5.0	-0.2	-2	1	0.3	-4.2	1	-1.4
COc1ccc(-n2c(C)csc2=S)cc1	-0.9	0.6	1	-0.1	0.9	-2	-9	-0.2	-0.4	1	-0.1
Cc1ccc(S(=O)(=O)N2CCC(c3nc4ccccc4o3)CC2)s1	-2.7	0.0	8	/	/	-2	6	/	-1.1	-5	-1.2
COC(=O)c1ccccc1S(=O)(=O)N1CCC(C(=O)NCc2ccco2)CC1	-1.6	-1.3	-6	1.2	0.8	-2	-6	0.4	0.8	-3	-1.0
CS(=O)(=O)N1c2ccccc2[C@]2([C@@]34C[C@H]5C(=O)N[C@@H](Cc6ccccc6)C(=O)N5[C@@H]3N(S(C)(=O)=O)c3ccccc34)C[C@H]3C(=O)N[C@@H](Cc4ccccc4)C(=O)N3[C@H]12	-2.2	0.5	12	/	/	2	5	-1.1	-1.3	5	-0.8
Cc1ccc2nc(NC(=O)CSc3nc(=O)n(CCCN(C)C)c4c3CCC4)sc2c1	0.2	1.8	-10	1.4	-1.0	6	-3	-0.3	1.1	1	0.5
CCOc1ccccc1NC(=O)CSc1ccccc1	-2.1	-0.5	-3	0.9	0.1	1	0	0.4	0.8	-3	-0.9
Cc1cc2c(cc1S(=O)(=O)CCC(=O)N(C)C1CCCCC1)OCC(=O)N2	0.7	-0.1	-1	1.0	1.9	4	-2	0.3	-0.8	1	-1.3
O=C(O)c1cccnc1SCc1cccc(Br)c1	-1.8	0.0	-3	-1.6	0.0	2	-5	0.8	0.0	2	-1.2
O=C(Nc1ccc(CSc2ccccc2)cc1)c1ccco1	2.8	5.5*	-13	7.5	2.2	3	-2	1.1	13*	4	0.0
CN1CCN(CC(=O)Nc2cc(N(C)C)nc3ccccc23)CC1	1.5	2.0	-311	-0.6	2.4	20	-99	1.5	-0.1	7	-0.1
CNc1ccc(Cl)nn1	0.0	1.4	-11	2.0	1.0	1	-3	1.1	0.1	-1	-1.2
O=C(Nc1ccc(-c2nc3cccnc3s2)cc1)c1ccc(Br)o1	4.3	2.0	-184	3.3	1.1	4	-59	0.0	5.1	5	-0.4
O=C(CC(c1ccccc1)C1CCCCC1=O)c1ccccc1 (centres undefined)	-0.9	0.0	-5	-0.7	0.3	-13	0	-0.9	-1.4	-2	-1.0
CCOc1nc(CC)nc(NC(=O)NS(=O)(=O)c2ccccc2Cl)n1	-0.3	-0.3	6	1.1	-0.6	1	1	0.6	-2.1	1	-0.6
CCn1c(O)c(N=NC(=O)c2ccc(CSc3nncn3C)cc2)c2ccccc21	-3.0	-1.8	7	0.2	-1.3	2	7	-4.4	-2.5	5	-1.7
O=C(CN1CCN(S(=O)(=O)c2ccc3ccccc3c2)CC1)N1CCc2ccccc2C1	-0.8	0.9	6	0.9	0.1	-6	-1	0.2	-0.1	-5	-0.7
Cc1noc(C)c1COC(=O)CCCOc1ccc(Cl)cc1Cl	-1.0	-0.4	-1	0.7	-0.9	-1	1	-1.0	1.0	-2	-1.1
OCC1(CO)COC(CCc2ccccc2)=N1	-0.9	0.4	1	-0.5	-0.9	0	2	3.2	0.0	-2	-0.7
O=C(NCCN1CCOCC1)/C(=C/c1ccc(F)cc1)NC(=O)c1ccccc1	0.2	0.1	0	-0.5	0.2	3	1	-0.2	0.5	-2	-1.4
O=C(Cc1ccc(F)cc1)NC(Cc1c[nH]c2ccccc12)C(=O)O (centres undefined)	1.6	0.1	-4	-1.3	2.6	-1	-4	-0.9	-0.7	-3	-0.2
